Screening results from PubChem BioAssay.
PME-1 primary = PME-1 inhibitors via competitive probe labeling, primary screen, biochemical, fluorescence polarization, FP-Rh probe, HTS. recombinant PME-1. 320,000 tested, 0.53% active. Protein phosphatase methylesterase 1 (Homo sapiens), Q9Y570. AID 2130, 2009. inhibition, % at 5.9 µM;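 active means inhibition above the campaign mean of all compounds plus 3 SD, cut at about 26% in these data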;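 further: competitive labeling of PME-1 active site by serine hydrolase directed probe; 0% = PME-1 with DMSO and 100% = wells lacking PME-1 enzyme; inhibitors block probe labeling so polarization falls and inhibition rises; many of its hits are not listed in these tables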
MEX-5 binding = MEX-5 zinc finger RNA-binding disruptors – biochemical, C. elegans, fluorescence polarization, MLPCN library, primary screen; activity score (negative = inhibition of binding), % at 10 µM; 300,000 tested, 0.38% active; Zinc finger protein mex-5 (Caenorhabditis elegans), Q9XUB2; MEX-5/FITC-TCR2 RNA binding; hits give low values;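 active means inhibition past about -25% in most replicates, and total fluorescence under double the plate's negative control median, limit read from the data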;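 further: 0% = DMSO and -100% = 5 µM competing unlabeled TCR2 RNA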
AHR activator = AHR activators, primary screen, cell-based, luminescence, luciferase reporter, human; activation, % at 5 µM; Aryl hydrocarbon receptor (Homo sapiens), P35869; 320,000 tested, 2.5% active; AID 2796, 2010; AHR-responsive luciferase reporter cells; in the data active means activation above about 47%;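 further: 0% = vehicle wells and 100% = reference agonist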
BCLXL inh = inhibitors of human Bcl-xL, primary screen, biochemical, fluorescence polarization, HTS | GST-Bcl-xL / FITC-Bim BH3 peptide fluorescence polarization | AID 2129, 2009 | inhibition, % at 10.9 µM | Bcl-2-like protein 1 (Homo sapiens), Q07817 | 320,000 tested, 0.7% active;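 active means inhibition above the mean of all tested compounds plus 3 SD, cutoff set per campaign, cut at about 30% in these data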;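 further: 0% = DMSO wells and 100% = unlabeled Bim-BH3 peptide competitor; inhibitors lower millipolarization by displacing the labeled peptide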
Target sequence (Q07817 whole entry, looked up): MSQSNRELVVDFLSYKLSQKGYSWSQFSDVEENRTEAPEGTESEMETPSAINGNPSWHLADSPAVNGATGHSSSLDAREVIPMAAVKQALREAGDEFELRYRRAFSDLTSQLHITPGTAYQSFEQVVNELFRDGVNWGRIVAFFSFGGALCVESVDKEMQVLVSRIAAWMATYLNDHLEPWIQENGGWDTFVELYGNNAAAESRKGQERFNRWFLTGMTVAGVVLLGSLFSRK
Fam108B counter = mouse Fam108B serine hydrolase inhibitors, primary screen, counter-screen for RBBP9 inhibitor project, biochemical, fluorescence polarization; recombinant Fam108B, FP-Rh probe fluorescence polarization; inhibition, % at 9.51 µM; 300,000 tested, 0.33% active; AID 1947, 2009;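 active means inhibition above the screen mean inhibition plus 3 SD, computed separately per campaign, cut at about 18% in these data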;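 further: inhibitors lower polarization as less probe binds the enzyme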
MCL1 BIM primary = inhibitors of MCL1 binding to BIM-BH3, primary screen, biochemical, fluorescence polarization; GST-MCL1 / FITC-Bim-BH3 fluorescence polarization; AID 2057, 2009; inhibition, % at 10.9 µM; 320,000 tested, 0.68% active;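 active means inhibition above the mean inhibition of all tested compounds plus 3 SD, set per campaign, cut at about 40% in these data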;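 further: 0% = DMSO wells and 100% = unlabeled Bim-BH3 peptide control; higher means more loss of mP so more displacement of Bim peptide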
Target sequence (Q07820 whole entry, looked up): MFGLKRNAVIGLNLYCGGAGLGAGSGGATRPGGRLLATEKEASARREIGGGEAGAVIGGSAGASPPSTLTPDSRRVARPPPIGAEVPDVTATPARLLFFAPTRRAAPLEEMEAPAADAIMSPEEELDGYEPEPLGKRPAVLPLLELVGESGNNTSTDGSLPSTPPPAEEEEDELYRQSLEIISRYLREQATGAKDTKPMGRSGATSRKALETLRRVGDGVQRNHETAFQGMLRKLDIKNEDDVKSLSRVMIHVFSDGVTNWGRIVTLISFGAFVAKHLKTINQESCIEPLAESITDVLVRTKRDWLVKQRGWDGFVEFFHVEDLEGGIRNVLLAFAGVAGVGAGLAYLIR
pPAFAH inh = pPAFAH enzyme inhibitors, primary screen, biochemical, fluorescence polarization, human | Platelet-activating factor acetylhydrolase (Homo sapiens), Q13093 | recombinant pPAFAH, FP-rhodamine probe fluorescence polarization | inhibition, % at 3.39 µM | 330,000 tested, 1.5% active;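 active means inhibition above the mean inhibition across the screen plus 3 SD, cut at about 25% in these data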;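 further: inhibitors block binding of the rhodamine activity-based probe so polarization drops; 0% = enzyme with DMSO and 100% = wells lacking pPAFAH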
Target sequence (Q13093 whole entry, looked up): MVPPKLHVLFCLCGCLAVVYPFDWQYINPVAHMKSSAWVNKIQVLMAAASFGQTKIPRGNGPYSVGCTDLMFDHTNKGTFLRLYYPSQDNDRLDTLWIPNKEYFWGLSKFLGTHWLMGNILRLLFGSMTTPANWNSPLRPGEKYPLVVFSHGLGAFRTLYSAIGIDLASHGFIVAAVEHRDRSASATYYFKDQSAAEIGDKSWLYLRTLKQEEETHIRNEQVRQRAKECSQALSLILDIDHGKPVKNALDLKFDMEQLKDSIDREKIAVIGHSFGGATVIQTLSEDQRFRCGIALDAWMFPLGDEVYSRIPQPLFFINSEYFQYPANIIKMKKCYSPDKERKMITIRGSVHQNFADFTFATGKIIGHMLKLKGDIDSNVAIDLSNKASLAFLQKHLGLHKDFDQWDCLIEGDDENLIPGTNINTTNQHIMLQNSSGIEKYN
GLD-1 RNA inh = GLD-1/TGE RNA complex disruptors, primary screen, biochemical, fluorescence polarization; inhibition, % at 5.96 µM; 320,000 tested, 0.44% active; AID 2280, 2010; purified GLD-1 + fluorescein TGE RNA; Female germline-specific tumor suppressor gld-1 (Caenorhabditis elegans), Q17339;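 active means percent inhibition above a per-plate cutoff, the plate mean of test compounds plus 3 SD, cut at about 30% in these data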;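 further: 0% = DMSO wells with GLD-1 and probe and 100% = wells lacking GLD-1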
PAFAH1B2 inh = PAFAH1B2 enzyme inhibitors, primary screen, biochemical, fluorescence polarization, human | Platelet-activating factor acetylhydrolase IB subunit alpha2 (Homo sapiens), P68402 | recombinant PAFAH1B2, FP-rhodamine activity probe | inhibition, % at 3.39 µM | 340,000 tested, 1.2% active | AID 492953, 2010;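 active means inhibition above the mean of all tested compounds plus 3 SD, cut at about 24% in these data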;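 further: 0% = enzyme with DMSO and 100% = wells lacking PAFAH1B2; many of its hits are not listed in these tables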
Numbers without * were called inactive; . = not tested or not shown. Not all compounds are listed (hit frequency here may not be typical).

1. O=C(Nc1ccc(Cl)cc1)NC1CCCCNC1=O (stereo unspecified)
2. CCCCNC(=O)Cn1c2c(c(-c3ccccc3Cl)cc1=O)CCC2
3. CCOC(=O)c1c(-c2ccccc2)oc2ccc(OCC(O)CNCCN(C)C)cc12 (stereo unspecified)
4. CC(C)CNC(=O)c1cc2nc(C3CC3)cc(C(F)(F)F)n2n1
5. CC1CCCC(C)N1C(=O)c1cc(-c2ccco2)on1 (stereo unspecified)
6. CCOC(=O)CC(=O)CSc1ccc2nnc(-c3cccc(F)c3)n2n1
7. CC(C)n1c(SCC(=O)Nc2ccccc2)nc2c1c(=O)[nH]c(=O)n2C
8. Cc1cc(C)nc(N/N=C/C2=C(O)CC(c3ccc(F)cc3)CC2=O)n1 (stereo unspecified)
9. CC1(c2ccc(Cl)cc2)NC(=O)N(CC(=O)N2CCCC2)C1=O (stereo unspecified)
10. COC(=O)[C@]12C(=O)NC[C@H](CN1c1ccc(C(F)(F)F)cc1)N2C

Assay by compound | 1 | 2 | 3 | 4 | 5 | 6 | 7 | 8 | 9 | 10
PME-1 primary | 4 | -4 | -4 | -1 | 3 | 2 | 1 | 0 | 2 | .
MEX-5 binding | -3.1 | 1.2 | 1.0 | -0.6 | 3.1 | 2.8 | 0.4 | -6.7 | -1.4 | .
AHR activator | -5 | 1 | 2 | 5 | -4 | 3 | -4 | 12 | 2 | -2
BCLXL inh | 4 | 0 | 2 | 8 | 2 | 14 | 9 | 7 | -1 | .
Fam108B counter | 2 | -12 | -5 | 6 | 2 | 3 | 1 | -1 | -3 | .
MCL1 BIM primary | 2 | 1 | 8 | 4 | -1 | 14 | 6 | 6 | -3 | .
pPAFAH inh | 5 | 0 | 10 | -4 | 6 | 4 | -1 | 6 | 3 | 3
GLD-1 RNA inh | 6 | 1 | -6 | 2 | 8 | 4 | 8 | -6 | 11 | -1
PAFAH1B2 inh | . | 0 | 3 | -1 | -5 | 4 | 1 | . | 4 | 2

11. O=C1C=C(c2ccnc3cc(Cl)ccc23)C[C@@H](c2ccc3c(c2)OCO3)C1
12. CC1CCCCN1C(=O)c1ccc(S(=O)(=O)N2CCCCC2C)cc1 (stereo unspecified)
13. CN(C)C(=O)N1CCC(C(=O)N2CCCC(C(=O)c3cccc4ccccc34)C2)CC1 (stereo unspecified)
14. COc1ccc(CCN2C(=O)CC(NNC(=O)c3cccc(O)c3)C2=O)cc1 (stereo unspecified)
15. CCn1c2ccccc2c2cc(NC(=O)COC(=O)c3ccccc3Br)ccc21
16. O=C(Nc1ccccn1)C1CCN(C(=O)Nc2ccccc2)CC1
17. Cn1c(=O)[nH]c(=O)c2c1nc(SCCN1CCCCC1)n2CCCc1ccccc1
18. Cc1cccn2c(=O)c3cc(C(=O)NCCc4ccccc4)c(=N)n(CCCn4ccnc4)c3nc12
19. COc1ccc(S(=O)(=O)N2CCC(C(=O)N[C@H](C(=O)NCc3ccncc3)C(C)C)CC2)cc1
20. O=C(Nc1ccc2nc(N3CCOCC3)sc2c1)c1ccc(F)cc1

Assay by compound | 11 | 12 | 13 | 14 | 15 | 16 | 17 | 18 | 19 | 20
PME-1 primary | 11 | 0 | -3 | -3 | 18 | 0 | -2 | 12 | 5 | 1
MEX-5 binding | . | -0.3 | -1.6 | 2.8 | 2.4 | 1.6 | . | -5.1 | -0.3 | .
AHR activator | 22 | -1 | -1 | 1 | 63* | 12 | -1 | 11 | 0 | 7
BCLXL inh | 0 | 2 | -1 | 10 | 2 | -3 | 3 | 6 | 0 | -4
Fam108B counter | . | 0 | -2 | 6 | 4 | 1 | 2 | 0 | 3 | .
MCL1 BIM primary | -4 | -1 | 2 | 10 | 5 | -3 | -3 | 4 | 1 | -6
pPAFAH inh | 4 | 5 | 4 | -2 | 8 | 0 | 4 | 3 | 8 | 7
GLD-1 RNA inh | 3 | 4 | 5 | 6 | 0 | -5 | 2 | -6 | 4 | -3
PAFAH1B2 inh | 5 | 9 | 1 | -1 | 2 | 8 | 5 | 5 | 1 | 9

21. CC(=O)NCCc1nc2cc(NS(=O)(=O)c3ccccc3)ccc2n1C
22. CCCn1cnnc1CNC(=O)C1CCC(=O)N(CCc2ccc(OC)cc2)C1 (stereo unspecified)
23. CN(CCN(C)C(=O)c1[nH]cnc1C(=O)Nc1ccccc1)C(=O)c1[nH]cnc1C(=O)Nc1ccccc1
24. CCOC(=O)c1cnn(-c2cc(Oc3ccccc3)ncn2)c1N
25. Nc1nnc(-c2cccc([N+](=O)[O-])c2)s1
26. O=C(CN(Cc1cccs1)C(=O)CNS(=O)(=O)c1ccc(Cl)cc1)NCC1CCCO1 (stereo unspecified)
27. O=S(=O)(c1ccc2c(c1)OCCO2)N1CCCN(S(=O)(=O)c2c(F)cccc2F)CC1
28. CC(=O)N1CCN(C2=NC(=O)/C(=C/c3ccc(OS(=O)(=O)c4ccccc4)cc3)S2)CC1
29. Cc1cccc(C(=O)Nc2cc(C)ccc2NC(=O)COc2ccccc2)c1
30. O=C1CC(Cc2ccc(Cl)cc2)C(=O)N1c1ccccn1 (stereo unspecified)

Assay by compound | 21 | 22 | 23 | 24 | 25 | 26 | 27 | 28 | 29 | 30
PME-1 primary | 2 | 2 | . | -4 | -11 | -2 | 4 | -7 | -2 | 4
MEX-5 binding | 1.5 | -0.6 | . | -0.8 | -1.8 | 2.6 | . | 0.2 | 0.4 | 0.3
AHR activator | -1 | 5 | 47* | 4 | 1 | -2 | 0 | 9 | 19 | -2
BCLXL inh | 3 | 5 | . | -1 | 4 | 1 | 0 | 5 | -1 | 2
Fam108B counter | 0 | -1 | . | 2 | -4 | -4 | . | -1 | -1 | 1
MCL1 BIM primary | 1 | 9 | . | 11 | -2 | 2 | 1 | -1 | 0 | -5
pPAFAH inh | 2 | 3 | 7 | -5 | -3 | 3 | -1 | 5 | 1 | 3
GLD-1 RNA inh | -1 | 8 | -5 | -3 | 3 | -4 | 6 | 3 | 0 | -1
PAFAH1B2 inh | 6 | 7 | 6 | -1 | . | 4 | 0 | 10 | -1 | 7

31. O=C(COC(=O)/C=C/c1ccc(C(F)(F)F)cc1)NCCC1=CCCCC1
32. CCCC1OC23CCCCC2C(C#N)(C(=N)O3)C1(C#N)C#N (stereo unspecified)
33. CCOC(=O)c1c[nH][nH]c1=O
34. C/C(CC(=O)C(F)(F)F)=N\NC(=O)/C(C#N)=C/N(C)C
35. C=CCn1c(SCC#N)nc2c(c1=O)C(C)(C)Cc1ccccc1-2
36. Cc1cc(C)cc(N(CC(=O)NC2CCCC2)C(=O)CCC(=O)Nc2cc(C)on2)c1
37. CCCc1nc(SCC(=O)Nc2nnc(SCC)s2)c2c(=O)n(C)c(=O)n(C)c2n1
38. Cc1c(N)cccc1N
39. CC(=O)c1c(C)nc(-c2ccc(OCC(=O)Nc3ccc(F)cc3)cc2)n1O
40. Cc1cccc(C(=O)NNC(=O)C23CC4CC(CC(C4)C2)C3)c1O

Assay by compound | 31 | 32 | 33 | 34 | 35 | 36 | 37 | 38 | 39 | 40
PME-1 primary | -5 | 5 | -1 | 0 | -2 | 4 | 2 | -2 | 2 | 6
MEX-5 binding | -2.2 | 0.2 | 2.2 | -1.1 | -2.3 | -1.7 | -0.2 | . | 4.0 | 0.0
AHR activator | -3 | 8 | 1 | 5 | 0 | 0 | 0 | 7 | -1 | 0
BCLXL inh | 5 | 55* | 3 | -3 | 3 | 4 | 5 | 69* | 12 | 4
Fam108B counter | 2 | -1 | -1 | 2 | 3 | -2 | 3 | . | 2 | 3
MCL1 BIM primary | 3 | 56* | 1 | -1 | 1 | 2 | 8 | 52* | 4 | 26
pPAFAH inh | 7 | 13 | 2 | 5 | 5 | 4 | 6 | 8 | 1 | 11
GLD-1 RNA inh | 0 | 55* | -3 | 2 | -2 | 1 | 3 | -34 | 10 | 7
PAFAH1B2 inh | 1 | 15 | 8 | -2 | 25* | -1 | 4 | 6 | 3 | 37*

Structures above that have a furan ring, fused or not (2):
3. CCOC(=O)c1c(-c2ccccc2)oc2ccc(OCC(O)CNCCN(C)C)cc12 (stereo unspecified)
5. CC1CCCC(C)N1C(=O)c1cc(-c2ccco2)on1 (stereo unspecified)

Assay by compound | 3 | 5
PME-1 primary | -4 | 3
MEX-5 binding | 1.0 | 3.1
AHR activator | 2 | -4
BCLXL inh | 2 | 2
Fam108B counter | -5 | 2
MCL1 BIM primary | 8 | -1
pPAFAH inh | 10 | 6
GLD-1 RNA inh | -6 | 8
PAFAH1B2 inh | 3 | -5

Further results.
41. C#Cc1ccc(CN2CCN(CCc3ccccc3)C(CCO)C2)cc1 (stereo unspecified)
42. Cc1[nH]c2ccccc2c1C(=O)COC(=O)c1ccc([N+](=O)[O-])s1
43. Cc1cccc(OC(=O)Cn2c(C(F)(F)F)nc3ccccc32)c1
44. CC1CN(C(=O)c2ccc(COCC(F)(F)F)o2)CC(C)O1 (stereo unspecified)
45. COc1ccc(NC(=O)O/N=C/c2ccc(Br)cc2)cc1
46. CS(=O)(=O)c1nc(-c2ccc(Br)cc2)n[nH]1
47. CCCN(CCC)CCCNC(=O)c1cc2c(=O)n(C)c3ccccc3c2n1C
48. CCOc1ccc(N2CC(C(=O)Nc3ccc(S(=O)(=O)Nc4nccs4)cc3)CC2=O)cc1 (stereo unspecified)
49. Cc1ccc(NC(=O)CSc2nnc(CNC(=O)c3cccs3)o2)c(C)c1
50. O=C(CNC(=O)c1cccs1)NCCN1CCC(Cc2ccccc2)CC1
51. CC1(C)Cc2c(c(-c3ccco3)[nH]c(=O)c2C#N)CO1

Assay by compound | 41 | 42 | 43 | 44 | 45 | 46 | 47 | 48 | 49 | 50 | 51
PME-1 primary | 1 | 18 | -3 | 5 | -8 | 3 | 7 | 3 | 8 | 1 | 2
MEX-5 binding | -0.8 | 0.3 | 2.8 | -1.1 | 1.9 | -1.0 | 2.7 | 2.1 | 1.2 | 1.2 | -0.1
AHR activator | 6 | 8 | 4 | 1 | 4 | 3 | 6 | -2 | 12 | -2 | 5
BCLXL inh | 5 | -10 | 4 | 2 | -2 | 1 | -1 | 0 | 5 | -2 | 12
Fam108B counter | 1 | 6 | -4 | 2 | 0 | -1 | -2 | -1 | -4 | 6 | 1
MCL1 BIM primary | 3 | 3 | 4 | 5 | -3 | 1 | 0 | 0 | 0 | -6 | 15
pPAFAH inh | 1 | 13 | -2 | 1 | 11 | 1 | -3 | 4 | 4 | 6 | -1
GLD-1 RNA inh | 1 | 6 | 2 | 5 | -4 | -12 | -4 | 4 | 2 | -3 | 9
PAFAH1B2 inh | -3 | 11 | 1 | 4 | 46* | 0 | 9 | 7 | 0 | . | 5
